Compound activity deposited in PubChem BioAssay by several laboratories.
LEDGF integ inh: blocks HIV-1 LEDGF/p75-dependent DNA integration; AID 743269; inhibition, % at 3.7 µM; hit rate 0.64% among 370,000; TR-FRET IN-LEDGF/p75 DNA integration, Eu/Cy5;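 active means inhibition above the screen-wide mean plus 3 SD, cut at about 13% in these data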;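 further: signal is the Cy5 over europium emission ratio at 671 and 618 nm; 0% = plate median of compound wells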
rCAG binder: binds r(CAG) RNA repeats; AID 651821; inhibition, % at 3 µM; r(CAG) RNA repeat, TO-PRO-1 dye displacement fluorescence; hit rate 1.3% among 370,000;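 active means inhibition above the plate cutoff, the mean of all test compounds on that plate plus 3 SD, cut at about 35% in these data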;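 further: 0% = DMSO alone and 100% = 100 µM mitoxantrone as full dye displacement; higher means more dye released from RNA so lower well fluorescence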
HTRA1 inh: inhibitors of human serine peptidase HTRA1; Q92743; recombinant HTRA1, FP-rhodamine activity-based probe, fluorescence polarization; inhibition, % at 5.96 µM; hit rate 0.5% among 340,000; AID 504803; in the data active means inhibition above about 36%;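 further: 0% = enzyme with DMSO and 100% = wells lacking enzyme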
TCR CD3 inh: human TCR-CD3 binding inhibition; TAMRA-labeled TCR probe fluorescence, biochemical; inhibition, % at 9.4 µM; hit rate 0.37% among 360,000; in the data active means inhibition above about 19%;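 further: recombinant mutant TCR 2C K166C tagged with TAMRA read by polarization; 0% = receptor in buffer alone and 100% = receptor with positive control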
SIAE inh: human SIAE inhibition, primary screen; Q9HAT2; SIAE FP-Rh probe binding, fluorescence polarization; inhibition, % at 9.66 µM; hit rate 0.69% among 370,000; AID 1053197;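 active means inhibition above a cutoff: mean of compounds within the control limits plus 3 SD of those, cut at about 17% in these data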;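 further: 0% = plate median of compound wells and 100% = probe without SIAE protein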
Target sequence (Q9HAT2 whole entry, looked up): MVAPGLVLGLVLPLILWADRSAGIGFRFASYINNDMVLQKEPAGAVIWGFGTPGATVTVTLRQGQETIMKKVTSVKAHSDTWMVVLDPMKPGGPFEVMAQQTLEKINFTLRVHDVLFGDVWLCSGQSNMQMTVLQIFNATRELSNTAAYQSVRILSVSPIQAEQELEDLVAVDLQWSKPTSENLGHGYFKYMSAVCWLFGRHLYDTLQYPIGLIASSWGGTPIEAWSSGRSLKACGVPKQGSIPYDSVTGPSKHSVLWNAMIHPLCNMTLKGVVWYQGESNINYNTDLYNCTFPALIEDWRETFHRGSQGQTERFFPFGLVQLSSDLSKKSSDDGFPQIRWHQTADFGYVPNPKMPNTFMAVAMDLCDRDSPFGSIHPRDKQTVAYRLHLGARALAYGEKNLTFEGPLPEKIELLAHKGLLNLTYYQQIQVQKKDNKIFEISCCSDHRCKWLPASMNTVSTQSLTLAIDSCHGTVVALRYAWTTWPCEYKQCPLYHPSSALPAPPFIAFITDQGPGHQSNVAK
ABHD4 inh: inhibitors of mouse ABHD4 | Q8VD66 | purified mABHD4, FP-Rh probe fluorescence polarization | inhibition, % at 8.92 µM | hit rate 0.54% among 370,000 | AID 720543;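 active means inhibition exceeding the mean over every tested compound plus 3 SD, cut at about 30% in these data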;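 further: 0% = plate median of compound wells and 100% = S159A mutant with DMSO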
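Test system: mABHD4 protein | Buffer or medium: HEPES pH 7.0 buffer, 150 mM NaCl, 0.01% Pluronic F-127 | Probe or stimulus: FP-Rh fluorescent activity-based probe, added after compound pre-incubation | Timing: Pre-incubation 45 min, probe exposure 60 min, at 25 °C | Technique: Fluorescence polarization, excitation 525 nm, emission 598 nm, BODIPY TMR filters | Repeats: Single well per compound (singlicate)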
TDP2 inh: blocks human TDP2 phosphodiesterase activity. O95551. recombinant TDP2, T5PNP hydrolysis, p-nitrophenol absorbance 415 nm. inhibition, % at 12.8 µM. hit rate 0.34% among 370,000. AID 720702;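 active means inhibition above the mean of all tested compounds plus 3 SD, set per campaign, cut at about 25% in these data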;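 further: 0% = DMSO with enzyme and 100% = buffer with substrate but no TDP2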
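Test system: Human TDP2 enzyme | Reagent: 5 mM T5PNP | Compound dosing: 12.8 µM single point, 1% DMSO | Incubation: Enzyme reaction with compound for 2 h at 37 °C | Technique: p-Nitrophenol epi absorbance | Read-out: % inhibition relative to enzyme-containing and enzyme-free wells | Benchmarks: High control without enzyme, low control DMSO plus TDP2 | Replicates: Singlicate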
PG9 binder: PG9 antibody binding by small molecule | inhibition, % at 6.7 µM | hit rate 0.43% among 360,000 | TR-FRET gp120-PG9 antibody binding; in the data active means inhibition above about 8.5%
NR1D1 modulator: Rev-erb alpha (human) modulation; P20393; Rev-erbα–FITC-DNA binding, fluorescence polarization, 90 min; activity, % at 10 µM; hit rate 0.79% among 370,000;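 active means activity above about 14%, limit read from the data; passing the limit was not always enough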;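 further: 0% = DMSO wells with 35 nM protein and 100% = DMSO wells with 750 nM protein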
PRMT1 inh: inhibitors of human PRMT1 | hit rate 1.3% among 370,000 | Q99873 | inhibition, % at 2.79 µM | recombinant PRMT1, activity-based probe fluorescence polarization;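 active means inhibition above about 21% made by adding two undisclosed values, limit read from the data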
Target sequence (Q99873 whole entry, looked up): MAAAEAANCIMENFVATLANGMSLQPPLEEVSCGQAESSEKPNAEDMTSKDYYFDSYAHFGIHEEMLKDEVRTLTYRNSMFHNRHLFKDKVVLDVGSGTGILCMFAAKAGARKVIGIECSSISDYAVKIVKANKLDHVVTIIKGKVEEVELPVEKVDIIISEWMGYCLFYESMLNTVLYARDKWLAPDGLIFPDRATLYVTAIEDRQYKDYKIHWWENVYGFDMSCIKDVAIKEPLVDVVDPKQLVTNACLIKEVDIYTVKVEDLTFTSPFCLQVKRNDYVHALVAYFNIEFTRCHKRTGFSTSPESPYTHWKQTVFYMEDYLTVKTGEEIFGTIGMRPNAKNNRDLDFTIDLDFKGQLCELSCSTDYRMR
Active calls of the source: *; / = not tested or not shown. Not all compounds are listed; rates above refer to the full screens.

SMILES	LEDGF integ inh	rCAG binder	HTRA1 inh	TCR CD3 inh	SIAE inh	ABHD4 inh	TDP2 inh	PG9 binder	NR1D1 modulator	PRMT1 inh
CCCN(CCO)Cc1cccc(Oc2ccccc2)c1	3.9	-1.6	2.3	7.5	-14.7	-3.3	-14.3	-2.1	-0.3	-3.5
CCOC(=O)c1ccc(N=Cc2cnc(N)nc2N)cc1	5.5	2.4	-0.1	2.9	2.1	4.2	10.6	-0.6	1.7	-6.2
O=C(COC(=O)c1ccc(Cl)c(S(=O)(=O)N2CCCC2)c1)NCc1cccs1	-1.2	4.8	4.5	5.2	0.3	-4.3	3.7	-0.7	-0.5	0.9
CCOC(=O)c1c(C)c(C(=O)NCCCOC(C)C)c(C)n1C	-1.4	-1.9	-3.1	-1.3	-9.4	-2.0	-8.0	0.9	-2.6	0.5
S=c1[nH]nc(C2(c3ccccc3)CCCC2)o1	1.6	-2.3	1.6	7.5	0.7	5.5	12.2	0.6	-0.2	0.1
CCOC(=O)N/N=C/c1ccc(F)cc1F	5.6	-0.3	-4.9	-4.0	3.1	-1.1	-9.8	-0.2	5.6	-2.3
CC(C)CC(NC(=O)C1CCC(C)CC1)C(=O)NCc1ccccn1 (stereo unspecified)	-1.0	-6.9	3.6	2.8	3.2	-2.7	-4.6	-1.0	-2.6	-3.8
CC(NC(=O)CC(c1ccccc1)c1cc(Cl)ccc1O)c1ccccc1 (stereo unspecified)	-2.6	-3.7	-38.5	-2.0	-4.1	-22.2	-4.0	0.5	-2.5	-3.6
COc1ccc(-c2cn(Cc3ccc(C(N)=O)cc3)c(-c3ccncc3)n2)cc1	1.2	-2.5	-6.5	-2.2	2.9	-3.2	-10.2	0.2	-1.3	1.5
COC(=O)CN1C(=O)[C@H]2[C@@H](C3CC3)N3C(=O)CN(Cc4ccc(-c5ccccc5)cc4)C(=O)[C@@]3(Cc3ccccc3)[C@H]2C1=O	-3.5	1.7	-12.2	1.2	4.5	-5.5	-1.9	-0.5	2.7	-2.0
COc1ccc(CNC(=O)[C@@H](C)NC(=O)[C@@H]2Cc3ccccc3CN2)cc1	-1.3	-1.0	-0.8	2.1	-1.9	4.8	6.8	-0.9	-1.9	-3.1
Nc1c(C(=O)c2cccs2)oc2ccccc12	1.7	4.0	-6.3	-0.3	-2.6	4.2	-2.6	-0.5	1.5	0.8
CCN(CC)CCCN=C(N)N	-1.0	-0.5	/	7.8	-1.3	-7.5	1.6	-2.8	6.3	1.3
Cc1nc(Cc2nnc(SCC(=O)N(C)c3ccccc3)o2)cs1	-5.2	-5.3	-5.1	-9.9	-8.0	-9.7	-7.4	2.4	-3.0	4.5
COc1ccc(-c2coc3c(C(=O)NCc4ccc(C(F)(F)F)cc4)cccc23)c(C)c1	-2.9	1.8	/	-1.7	-3.2	-16.2	4.3	-0.4	-3.8	-0.9
O=C(COc1ccccc1)Nc1ccncc1Cl	0.6	-2.1	-1.3	5.8	-4.8	-2.6	-1.9	-1.2	-3.3	2.9
COC(=O)C1=C(C)NC(=O)NC1C1CC=CCC1 (stereo unspecified)	-0.4	-2.5	1.2	-6.8	1.0	5.7	6.2	-0.5	-2.9	-0.8
C#CCNC(=O)C[C@@H]1C[C@@]2(C(=O)OCC)CCC=C2N(Cc2ccc(Cl)cc2Cl)C1=O	3.2	2.8	/	-5.6	0.1	-2.4	1.7	3.3	-1.1	-1.4
CCN(CC)CCNS(=O)(=O)c1ccc(/C=C/C(=O)O)cc1	-5.4	1.4	-2.8	-5.8	-2.5	10.8	4.1	-0.9	-4.0	4.5
COCCn1c(-c2ccc(Br)cc2)nc2oc3cc(OC)ccc3c(=O)c2c1=O	1.9	2.1	/	6.2	7.8	2.3	17.7	-2.8	-7.4	-0.6
CCCCNS(=O)(=O)c1ccc(Br)cc1N1CCC[C@H]1CO	1.2	2.9	-5.7	8.6	5.6	-7.4	8.3	-2.3	1.5	-0.6
CC(NCc1ccco1)C(=O)N1CCCN(C)CC1 (stereo unspecified)	5.3	3.3	/	/	-5.0	4.0	3.5	/	-5.6	-1.3
Cc1ccc(NC(=O)CSCC(=O)Nc2ccccc2N2CCCCC2)cc1	-1.9	-3.6	-51.9	-2.4	1.4	-14.6	-1.6	-2.3	0.3	-1.7
CCCC(c1c(C)n(C)n(-c2ccccc2)c1=O)c1c(C)n(C)n(-c2ccccc2)c1=O	1.1	-7.5	4.2	3.7	1.1	7.4	1.2	1.4	-3.4	-4.1
CC(=O)N1c2ccc(S(=O)(=O)NCC3CCC(C(=O)Nc4cc(C)ccn4)CC3)cc2CC1C (stereo unspecified)	-5.5	-6.9	-4.2	10.8	4.2	-1.6	-4.2	-1.1	0.8	3.1

Whole records, looked up by structure. Values in the order: LEDGF integ inh	rCAG binder	HTRA1 inh	TCR CD3 inh	SIAE inh	ABHD4 inh	TDP2 inh	PG9 binder	NR1D1 modulator	PRMT1 inh
CC(NC(=O)CC(c1ccccc1)c1cc(Cl)ccc1O)c1ccccc1 (stereo unspecified) is listed as -2.6	-3.7	-38.5	-2.0	-4.1	-22.2	-4.0	0.5	-2.5	-3.6
C#CCNC(=O)C[C@@H]1C[C@@]2(C(=O)OCC)CCC=C2N(Cc2ccc(Cl)cc2Cl)C1=O is listed as 3.2	2.8	/	-5.6	0.1	-2.4	1.7	3.3	-1.1	-1.4

Next section.
SMILES	LEDGF integ inh	rCAG binder	HTRA1 inh	TCR CD3 inh	SIAE inh	ABHD4 inh	TDP2 inh	PG9 binder	NR1D1 modulator	PRMT1 inh
OC(c1ccccc1)c1nc(-c2cccc(F)c2)cs1 (stereo unspecified)	4.3	0.7	/	4.8	0.5	-19.7	-7.0	-1.9	-5.3	-3.6
Nc1cc(-c2ccc(Cl)cc2)nn1S(=O)(=O)c1ccc(Cl)cc1	1.0	6.8	-10.7	5.5	-3.7	-9.1	-9.1	1.4	3.7	-2.4
COc1ccc(OC)c(CCNC(=O)CCc2nnc3ccc(N4CCCCC4)nn23)c1	0.0	-7.8	-2.6	-3.0	4.3	6.3	3.0	0.5	1.7	-0.7
Cc1cc(CNC(=O)C2CCC(=O)N(CCc3cccc(F)c3)C2)on1 (stereo unspecified)	-4.1	0.1	0.1	-6.1	-4.1	-6.7	-6.5	0.0	0.3	2.6
COc1ccc(NC(=O)CSc2nc(N)c(-c3ccccc3)c(=O)[nH]2)cc1	3.2	4.0	1.1	-3.2	-7.8	0.2	-18.0	-3.3	-6.5	-0.2
Cc1cc(C)n2c(SCC(=O)N(C)C3CCS(=O)(=O)C3)nnc2n1 (stereo unspecified)	0.9	5.1	-3.4	-7.6	3.8	2.9	-0.5	1.2	-1.0	1.1
N#C/C(=C\c1ccc(OCc2ccc(C(=O)O)cc2)cc1)C(=O)N1CCOCC1	0.0	8.4	6.5	2.5	-3.8	13.2	6.0	-1.1	4.2	2.6
COc1ccccc1NC(=S)N(c1ccccc1)C(C)C	-7.5	1.9	8.8	-9.0	1.1	-5.5	-7.0	-0.3	1.6	9.2
CC[C@]12c3[nH]c4ccc(Cl)cc4c3CCN1C(=O)[C@@H](CC(=O)NCCCOC)C[C@@H]2C(=O)N1CCN(C(=O)C2CC2)CC1	-1.8	0.3	0.1	-7.3	-1.4	9.0	-5.7	-1.5	0.0	2.4
O=C(COC(=O)[C@H](Cc1ccccc1)NC(=O)c1ccco1)NC(c1ccccc1)c1ccccc1	1.7	-2.6	-29.6	-1.3	-1.0	-10.0	-1.8	3.7	6.5	-0.2
CN(c1ccccc1)S(=O)(=O)c1cccc(NC(=O)CSc2ncn[nH]2)c1	-3.7	5.6	-8.9	-4.2	18.0*	-6.7	-0.2	-2.2	1.5	3.7
CCN(CC(=O)NC1CCS(=O)(=O)C1)c1ccc([N+](=O)[O-])cc1C#N (stereo unspecified)	-5.9	0.2	4.7	-4.6	2.2	9.4	-2.0	-0.1	-9.6	3.7
CC(C)C(=O)Nc1cccc(NC(=O)c2cccc(F)c2)c1	-1.0	-0.6	-1.7	-7.4	-1.0	-0.2	1.0	-1.5	-5.1	-2.5
Cc1ccnc(NCc2ccccc2O)c1	0.8	-4.5	0.7	3.8	7.2	-1.4	2.5	-1.6	3.5	-0.7
COc1ccc2cc3c(nc2c1)OCC3	2.7	-1.2	-2.4	-8.9	-4.5	-7.5	-1.1	0.6	-2.4	5.9
CC(OC(=O)c1cccc(O)c1)C(=O)N(C)Cc1ccccc1 (stereo unspecified)	-0.8	-0.9	-1.3	1.8	-2.6	-4.0	-9.2	-1.6	-2.5	-0.8
O=C(O)/C=C/C(=O)NC1CCCCC1	-0.3	-2.2	-7.6	-3.8	-3.3	2.8	-0.6	0.1	-7.2	0.6

Some of the entries so far, with two lines to a compound:
Values run as follows: LEDGF integ inh	rCAG binder	HTRA1 inh	TCR CD3 inh	SIAE inh	ABHD4 inh	TDP2 inh	PG9 binder	NR1D1 modulator	PRMT1 inh
CC(OC(=O)c1cccc(O)c1)C(=O)N(C)Cc1ccccc1 (stereo unspecified)
  -0.8	-0.9	-1.3	1.8	-2.6	-4.0	-9.2	-1.6	-2.5	-0.8
N#C/C(=C\c1ccc(OCc2ccc(C(=O)O)cc2)cc1)C(=O)N1CCOCC1
  0.0	8.4	6.5	2.5	-3.8	13.2	6.0	-1.1	4.2	2.6
OC(c1ccccc1)c1nc(-c2cccc(F)c2)cs1 (stereo unspecified)
  4.3	0.7	/	4.8	0.5	-19.7	-7.0	-1.9	-5.3	-3.6
O=C(COC(=O)[C@H](Cc1ccccc1)NC(=O)c1ccco1)NC(c1ccccc1)c1ccccc1
  1.7	-2.6	-29.6	-1.3	-1.0	-10.0	-1.8	3.7	6.5	-0.2
